Compound activity: PubChem BioAssay, National Center for Advancing Translational Sciences (NCATS)
LmPK inhibitor: inhibitors of Leishmania mexicana pyruvate kinase; Q27686; purified LmPK, Kinase-Glo ATP luminescence, 1 h; Potency, µM (top dose mostly 57.5 µM), for the others: at the top dose activity change, negative = inhibition, actives largely listed as inhibitors; actives 0.37% (n = 290,000); AID 1721; further: potency means the concentration at half of the fitted maximal effect; on the % scale 0 is the no-effect control and ±100 the full control effect
Target sequence (Q27686 whole entry, looked up): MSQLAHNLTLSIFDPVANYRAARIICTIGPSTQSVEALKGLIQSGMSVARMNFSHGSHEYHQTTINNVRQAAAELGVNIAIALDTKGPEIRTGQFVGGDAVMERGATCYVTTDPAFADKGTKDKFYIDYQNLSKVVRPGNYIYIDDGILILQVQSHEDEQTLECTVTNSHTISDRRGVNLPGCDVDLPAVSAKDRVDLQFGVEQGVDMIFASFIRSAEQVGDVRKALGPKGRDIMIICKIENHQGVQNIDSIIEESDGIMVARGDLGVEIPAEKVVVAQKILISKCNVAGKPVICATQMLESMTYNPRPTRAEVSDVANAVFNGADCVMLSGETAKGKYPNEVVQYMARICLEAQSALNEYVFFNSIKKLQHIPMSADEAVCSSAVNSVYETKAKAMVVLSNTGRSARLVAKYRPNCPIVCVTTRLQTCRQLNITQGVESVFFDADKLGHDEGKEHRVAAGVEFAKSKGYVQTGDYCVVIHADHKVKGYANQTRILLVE
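Purified LmPK (0.1 nM) with 0.5 mM PEP and 0.1 mM ADP in imidazole buffer pH 7.2 with MgCl2/KCl, 1 h at room temperature. ATP formed was read by luciferase luminescence and normalized to no-enzyme and uninhibited controls.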
TbPYK inhibitor: blocks Trypanosoma brucei pyruvate kinase; Q57TT1; TbPYK enzyme, Kinase-Glo Plus ATP luminescence, 45 min; Potency, µM (doses to about 76.8 µM), for the others: at the top dose activity, negative = inhibition, actives largely listed as inhibitors; actives 0.12% (n = 410,000); AID 624173; further: potency means the concentration at half of the fitted maximal effect; on the % scale 0 is the no-effect control and ±100 the full control effect; nearly all actives have a fitted effect of over 50% in size
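Enzyme and substrate buffer are dispensed first and compound is pin-transferred. ADP at 130 uM final then starts the reaction, which runs 45 min at room temperature. Detection reagent is added for 10 min before luminescence is imaged.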
Pf growth 96h: P. falciparum growth inhibition at 96 hours | P. falciparum luciferase reporter growth, 96 h | Potency, µM (top dose mostly 28.7 µM), for inactives: top-dose activity change, negative = inhibition, actives largely listed as inhibitors | actives 6.9% (n = 320,000) | AID 504834; further: potency means the concentration at half of the fitted maximal effect; on the % scale 0 is the no-effect control and ±100 the full control effect
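Plates of compound plus infected erythrocytes (2% hematocrit, 0.05% parasitemia final) incubate 96 hours, 37 C, 5% CO2. Detection reagent added; reduced luminescence from the parasites' luciferase reporter flags inhibition.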
Cycloheximide cs: affects cycloheximide protein synthesis inhibition readout, counter-screen. cell reporter, cycloheximide protein synthesis inhibition counterscreen. max response, %. actives 12% (n = 300,000). AID 2314; in the data active means max response mostly above about 13%, no sharp cut-off; inactive means mostly below about 14%; further: read at 38.3 µM for the half of the compounds with a filed dose; 0% is about no effect
Pf growth 48h: P. falciparum growth inhibition at 48 hours (one generation); P. falciparum luciferase growth in erythrocytes, 48 h; actives 5.9% (n = 310,000); Potency, µM (doses to about 28.7 µM), for inactives: top-dose activity change, negative = inhibition, actives largely listed as inhibitors; further: potency means the concentration at half of the fitted maximal effect; on the % scale 0 is the no-effect control and ±100 the full control effect
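A one-generation exposure of luciferase-tagged malaria parasites in RPMI 1640/Albumax erythrocyte culture, 37 C and 5% CO2. Inhibition is inferred from decreased luminescence after adding detection reagent.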
Shiga inhibitor: inhibitors of Shiga toxin in Vero cells. Vero cells, Shiga toxin protein synthesis inhibition reporter. inhibition, % at 38.7 µM. actives 9.2% (n = 290,000); in the data active means inhibition mostly above about 28%, no sharp cut-off; inactive means mostly below about 43%; further: 0% is about no effect
HCV inhibitor: blocks hepatitis C virus; Huh7.5.1 HCVcc-Cre infection, luciferase reporter, 44 h; actives 3.4% (n = 340,000); Potency, µM (top dose mostly 41.8 µM), for the others: at the highest dose activity change, negative = inhibition, actives largely listed as inhibitors; further: potency means the concentration at half of the fitted maximal effect; on the % scale 0 is the no-effect control and ±100 the full control effect
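Cells seeded at 1,000/well and cultured 4 h, then compounds added followed by HCVcc-Cre virus (~0.5 moi). After 44 h further culture, luciferase substrate was added, plates held 15 min at room temperature, and luminescence read for 15 sec.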
Numbers without * were called inactive; ? = inconclusive; . = no result given; & = joins results of further samples; [ ] = dose if it differs, or a comment. Unless noted, the call rests on the fitted dose curve; in most records, active means well fitted curve in the direction sought with a large enough effect; inconclusive means small, poorly fitted or top-dose-only effect, or another doubt; inactive means no such curve, though single readings can be large; an effect the other way counts as inactive or inconclusive.

(1) Cc1cc(N2CCOCC2)nc(NCc2ccccc2)n1
(2) O=[N+]([O-])c1ccc(/C=N\N2CCN(c3ccc(Cl)cc3)CC2)cc1
(3) COc1ccc(-n2nnc3c(SC(C(C)=O)C(=O)N(C)C)ncnc32)cc1 (configuration not stated)
(4) O=C(c1cc(Cl)nc2ccccc12)N(Cc1nnc(-c2ccc(Cl)cc2)o1)C1CC1
(5) O=C(COC(=O)c1ccc2c(c1)OCO2)Nc1ncc(Cl)cc1Cl
(6) COc1cccc(Nc2nc(N)nc(C(F)(F)F)n2)c1

compound no.	1	2	3	4	5	6
LmPK inhibitor	0%	-3%	-6%	.	-3%	0%
TbPYK inhibitor	-8%	-3%	-16%	2%	5%	2%
Pf growth 96h	8%	60%[activator]	?	?	63%[activator]	55%[activator]
Cycloheximide cs	7	-1	-5	.	2	16
Pf growth 48h	.	58%[activator]	?	?	8%	62%[activator]
Shiga inhibitor	1	12	-6	.	6	59
HCV inhibitor	13µM*	-4%	7%	?	13%	-21%

As a short view, 2 of the compounds above:
(1) Cc1cc(N2CCOCC2)nc(NCc2ccccc2)n1
(2) O=[N+]([O-])c1ccc(/C=N\N2CCN(c3ccc(Cl)cc3)CC2)cc1

compound no.	1	2
LmPK inhibitor	0%	-3%
TbPYK inhibitor	-8%	-3%
Pf growth 96h	8%	60%[activator]
Cycloheximide cs	7	-1
Pf growth 48h	.	58%[activator]
Shiga inhibitor	1	12
HCV inhibitor	13µM*	-4%

Screen by screen, as entered above:
Compounds 1–6 in Pf growth 96h, in turn: 8%, 60%[activator], ?, ?, 63%[activator], 55%[activator]
Compounds 1–6 in TbPYK inhibitor, in turn: -8%, -3%, -16%, 2%, 5%, 2%
Compounds 1–6 in LmPK inhibitor, in turn: 0%, -3%, -6%, ., -3%, 0%

New compounds follow:
(7) CCc1cc2ccc(C)c(C)c2nc1SCC(=O)NNC(=O)c1ccco1
(8) CC(=O)N1CCN(c2ccc(NC(=O)c3ccc(C)cc3)cc2)CC1
(9) CN(C)CC1CCCCC1OC(=O)c1ccc(Br)cc1 (configuration not stated)
(10) O=C(Cn1ccc2cc(S(=O)(=O)N3CCCC3)ccc21)NCCc1ccccc1
(11) Cc1ccc(OCCNC(=O)c2cccc(S(=O)(=O)N3CCN(C)CC3)c2)cc1
(12) CCOC1=C/C(=C/c2c(N)n3oc(C)cc3nc2=O)C=CC1=O

compound no.	7	8	9	10	11	12
LmPK inhibitor	2%	-2%	-1%	-5%	.	-11%
TbPYK inhibitor	2%	-3%	-7%	0%	0%	.
Pf growth 96h	13%	116%[activator]	13%	?	?	2%
Cycloheximide cs	-5	9	1	6	.	-4
Pf growth 48h	-3%	5%	-16%	?	?	9%
Shiga inhibitor	-9	35	-19	19	.	-6
HCV inhibitor	?	-10%	?	?	-9%	.

(13) O=C(CCC(=O)N(CC(=O)NC1CCCCC1)c1ccc2c(c1)OCO2)Nc1ccccn1
(14) COc1ccc(CNC(=O)C2CCCN2S(=O)(=O)c2ccc(F)cc2)cc1 (configuration not stated)
(15) COc1cc(CC(=O)Nc2sccc2C(N)=O)cc(OC)c1OC
(16) COc1ccc(/C(O)=C2\C(=O)C(=O)N(CCN3CCOCC3)C2c2ccccc2OC)cc1 (configuration not stated)
(17) COc1ccc(C(=O)OCC(=O)NC(C)(C)C)cc1[N+](=O)[O-]
(18) O=C(CNC(=O)c1ccccc1)Nc1ccsc1C(=O)O

compound no.	13	14	15	16	17	18
LmPK inhibitor	8%	2%	6%	-5%	4%	-3%
TbPYK inhibitor	-14%	4%	-9%	-1%	-10%	1%
Pf growth 96h	.	-22%	?	-13%	-25%	?
Cycloheximide cs	0	5	6	-7	-3	-2
Pf growth 48h	3%	-3%	?	7%	-19%	12%
Shiga inhibitor	38	13	-3	-13	-9	7
HCV inhibitor	6%	18%	-2%	2%	-6%	0%

(19) COc1ccc(N(CC(=O)NCc2ccco2)S(C)(=O)=O)cc1
(20) CC(C)(C)CN1CCN(Cc2c[nH]c3ccccc23)CC1CCO (configuration not stated)
(21) Cc1nc(CNS(=O)(=O)c2cccs2)cs1
(22) CCOC(=O)c1c(NC(=O)Cc2cccs2)sc2c1CCCC2
(23) Cc1c(C(c2cccc([N+](=O)[O-])c2O)c2c(C)n(C)n(-c3ccccc3)c2=O)c(=O)n(-c2ccccc2)n1C
(24) CC1(C(=O)NCC2CC2)C=CC2(CCCCC2)N1C(=O)c1ccccc1 (configuration not stated)

compound no.	19	20	21	22	23	24
LmPK inhibitor	-2%	1%	6%[11.5 µM]	-2%	3%	0%
TbPYK inhibitor	0%	-16%	-5%	5%	1%	3%
Pf growth 96h	-8%	?	10%	18%	-16%	?
Cycloheximide cs	2	-1	7	1	-4	66*
Pf growth 48h	-17%	6%	9%	-18%	50%[activator]	25%
Shiga inhibitor	10	0	-16	-22	-13	49*
HCV inhibitor	5%	5%	12%	?	.	39%[activator]

(25) O=Cc1cn(-c2ccccc2)nc1-c1ccccn1
(26) Cc1ccc2c(c1)CC1(CN2C)C(=O)NC(=O)N(C(C)C)C1=O (configuration not stated)
(27) COC(=O)c1cc(OC)c(OC)cc1NC(=S)Nc1cc(Cl)ccc1OC
(28) CCC(C)(C)NC(=O)CN(C(=O)CCC(=O)Nc1cc(C)ccn1)c1ccc2c(c1)OCCO2
(29) O=C(COC(=O)c1ccncc1)c1ccc(Br)cc1
(30) CCSc1ccc([C@@H]2[C@@H]3C(=O)N(CC)C(=O)[C@@H]3[C@]3(C(=O)OC)CCCN23)cc1

compound no.	25	26	27	28	29	30
LmPK inhibitor	-5%	2%	5%	4%	2%	.
TbPYK inhibitor	-2%	2%	-16%	3%	3%	-1%
Pf growth 96h	21%	?	?	-26%	22%	?
Cycloheximide cs	3	-8	2	10	-3	.
Pf growth 48h	21%	-14%	-8%	-2%	0%	10µM*
Shiga inhibitor	16	-14	-19	-9	36	.
HCV inhibitor	13%	4%	-18%	-3%	2%	-20%

(31) COc1ccc(C(=O)NC2CCCN(Cc3ccc(Cl)cc3)C2)c(OC)c1 (configuration not stated)
(32) CC(C)c1ccc(NCCC(=O)c2cccs2)cc1
(33) O=C(Nc1ccccc1)Nc1ccc(Br)cc1F
(34) CCOc1ccc(Cl)cc1/C=N/O
(35) O=C(CSc1nnnn1-c1ccc(Cl)cc1)NNC(=O)c1ccc([N+](=O)[O-])cc1
(36) COc1ccccc1N1CCN(C(=O)CSc2nc3ccccc3[nH]2)CC1

compound no.	31	32	33	34	35	36
LmPK inhibitor	0%	-2%	2%	-1%	0%	1%
TbPYK inhibitor	1%	0%	-11%	0%	3%	-6%
Pf growth 96h	-20%	22%	0.37µM*	17%	1%	?
Cycloheximide cs	-2	60*	31*	-6	-1	-2
Pf growth 48h	?	46%[activator]	101%[activator]	18%	16%	.
Shiga inhibitor	-16	140*	110*	-17	-6	-4
HCV inhibitor	?	0%	-10%	?	21%	?

(37) CCn1c(SCC(=O)Nc2cccc(OC)c2)nc2c(c1=O)SCC2
(38) CCOC(=O)CSC1=C(C#N)C(c2ccc(OC)cc2)C2=C(CC(C)(C)CC2=O)N1 (configuration not stated)
(39) C=CCc1ccc(OCCOCCOc2ccc(C)cc2[N+](=O)[O-])c(OC)c1
(40) CCOC(=O)[C@]1(C#N)[C@@H]2C=CC(C(C)=O)=CN2[C@@H](C(N)=O)[C@@H]1c1ccsc1
(41) O=C(NCCc1ccncc1)Nc1ccc(F)cc1
(42) CCN(c1ccccc1)S(=O)(=O)c1ccc(OCC(=O)Nc2cc(C)on2)cc1

compound no.	37	38	39	40	41	42
LmPK inhibitor	.	7%	-2%	3%	5%	0%
TbPYK inhibitor	2%	-3%	4%	-1%	11%	-5%
Pf growth 96h	?	-3%	?	?	-4%	-5%
Cycloheximide cs	.	9	10	3	-1	5
Pf growth 48h	-16%	?	-18%	7%	1%	?
Shiga inhibitor	.	11	-3	21	-2	5
HCV inhibitor	2%	-11%	11µM*	-4%&-28%	31%[activator]	14%

(43) CCOC(=O)C1=C(C)N=C2SC(C)C(=O)N2C1c1ccc(OC(C)=O)c(OCC)c1 (configuration not stated)
(44) CC(=O)c1ccc(NC(=O)Nc2ccc(S(=O)(=O)N3CCCC3)cc2)cc1
(45) Cc1ccccc1-n1nnnc1SCC(N)=O
(46) COc1ccc(OC)c(NC(=O)C2CCN(S(=O)(=O)c3cccs3)CC2)c1
(47) COc1ccc(NC(=O)c2cccc(N3C(=O)C4C5C=CC(C5)C4C3=O)c2)cc1 (configuration not stated)
(48) CCOC(=O)c1c(C)[nH]c(C(=O)N2CCN(c3ccc(OC)cc3)CC2)c1C

compound no.	43	44	45	46	47	48
LmPK inhibitor	6%	0%	-1%	-15%	-3%	2%
TbPYK inhibitor	.	-9%	-8%	3%	2%	1%
Pf growth 96h	?	?	-3%	52%[activator]	17%	3%
Cycloheximide cs	-2	13	-1	-7	12	8
Pf growth 48h	?	?	21%	.	-6%	-4%
Shiga inhibitor	-5	24	9	-2	-2	8
HCV inhibitor	8%	?	8%	-17%	.	-22%

(49) CC(NC(=O)CNC(=O)c1ccco1)c1ccc(S(N)(=O)=O)cc1 (configuration not stated)
(50) O=[N+]([O-])c1ccc(NC(=S)N2CCOCC2)cc1
(51) COc1ccc(N(CC(=O)NCCSc2ccccn2)S(C)(=O)=O)cc1Cl
(52) CC(=O)c1cccc(NC(=O)c2ccco2)c1
(53) O=C(Nc1cnccn1)Nc1ccccc1F
(54) CCOc1ccc(NC(=O)CC(C)S(=O)(=O)c2ccc3c(c2)NC(=O)CO3)cc1 (configuration not stated)

compound no.	49	50	51	52	53	54
LmPK inhibitor	11%	1%	-2%	-8%	-8%	-2%
TbPYK inhibitor	1%	0%	0%	-2%	0%	4%
Pf growth 96h	33%[activator]	?	76%[activator]	92%[activator]	26%	?
Cycloheximide cs	-3	1	-4	1	13	-4
Pf growth 48h	32%[activator]	12%	9%	24%	36%[activator]	17%
Shiga inhibitor	-7	-2	-4	39	20	-13
HCV inhibitor	24%	18%	14%	-1%	-4%	2%

(55) CCN(c1ccccc1)S(=O)(=O)c1ccc(Cl)c(NC(=O)COC(=O)c2cc(O)c3ccccc3c2O)c1
(56) CN1C(=O)/C(=C/c2ccc(Cl)s2)C(=O)NC1=S
(57) O=C(Nc1cccc2ccccc12)c1onc2c1CCCC2
(58) O=C(NCC(=O)N(Cc1ccccc1)C(C(=O)NC1CCCCC1)c1ccco1)c1ccco1 (configuration not stated)
(59) COc1ccc(C(CNC(=O)c2cncc(Br)c2)N(C)C)cc1 (configuration not stated)
(60) Cc1cc(C(=O)Cn2cnc3cc([N+](=O)[O-])ccc3c2=O)c(C)n1CC1CCCO1 (configuration not stated)
(61) CC1CCC(NC(=O)C2CC(=O)N(c3ccc(Cl)cc3)C2)CC1 (configuration not stated)
(62) COc1ccc(OCc2cccc(C(=O)N3CCCC3)c2)cc1

compound no.	55	56	57	58	59	60	61	62
LmPK inhibitor	-4%	8%	?	3%	-6%	4%	-5%	4%
TbPYK inhibitor	.	-17%	-15%	1%	2%	-1%	7%	-8%
Pf growth 96h	12µM*	-24%	.	-13%	?	?	?	35%[activator]
Cycloheximide cs	12*	-2	43*	7	2	12	-3	59*
Pf growth 48h	13µM*	8%	143%[activator]	-26%	-2%	?	14%	77%[activator]
Shiga inhibitor	36*	-3	81*	-10	12	21	-4	147*
HCV inhibitor	.	?	-5%	16%	9%	-13%	7%	-19%
